Assay outcomes from PubChem.
p53ts 39C tox: cytotoxicity in p53ts cells at nonpermissive temperature | H1299-p53A138V viability at 39C, ATP luminescence, 24 h | Potency, µM (highest dose often 46.1 µM), without a hit: at the highest dose activity change, negative = cell killing, most hits filed as cytotoxic | 130,000 tested, 1.5% active; also: nearly all actives have a fitted effect of over 55% in size
Peg3 imprint: inducers of genomic imprint erasure in mouse ES cells; mouse ES Peg3-LacZ reporter, beta-gal luminescence, 40 h; Potency, µM (doses to about 60.7 µM), without a hit: at the top dose activity change, positive = activation, usual class: activators; 110,000 tested, 0.02% active;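 also: 0% = negative control wells on the plate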
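Readout: BetaGlo luminescence (5 min, room temp) for LacZ from the normally silent maternal Peg3 allele in female Peg3LacZ-Neo ES cells. Cells 300/well, 40 h, 37C, 5% CO2. Data normalized per plate to negative controls.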
p53ts 32C tox: kills p53ts cells at the permissive temperature | H1299-p53A138V at 32C, ATP luminescence viability, 24 h | Potency, µM (doses to about 46.1 µM), for the others: top-dose activity change, negative = cytotoxicity, most hits filed as cytotoxic | 130,000 tested, 0.93% active;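 also: 0% = DMSO and -100% = full killing by reference compound; nearly all actives have a fitted effect of over 55% in size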
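H1299-p53 A138V cells (temperature-sensitive p53) exposed 24 h to up to 46 uM compound at 32C, where p53 is wild-type in conformation. Viability read as ATP luminescence and normalised to DMSO and 100 uM tamoxifen. AC50 fitted with the Hill equation.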
IkB sig inh: inhibitors of IkB signaling in ABC-DLBCL cells | ABC-DLBCL IkBa-CBG/CBR dual luciferase ratio, 4 h; response scale: scaled: untreated 0%, proteasome inhibitor 100% | Potency, µM (doses to about 57.1 µM), for inactives: at the highest dose IkBa stabilization activation | 110,000 tested, 0.04% active; active = well fitted curve in the direction sought with a large enough effect in the signal ratio, not every such curve was filed as active; inconclusive = small, poorly fitted or top-dose-only effect, or a change in a side signal; the % refers to the signal ratio;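 also: the direction sought is a rising ratio; 0% = basal untreated cells and 100% = reference inhibitor full response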
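Curves were fitted separately to fusion (green), unfused (red) and ratio luminescence, then classed by r2, magnitude and activity. Cells: OCI-Ly3, 4 h compound plus doxycycline at 37C; 10 uM MG-132 defined full response.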
* hit, by the source's call; ? = inconclusive; . = no result given; [ ] = remark or other dose. Unless noted, calls follow the shape of the dose curve; as a rule, active = well fitted curve in the direction sought with a large enough effect; inconclusive = small, poorly fitted or top-dose-only effect, or another doubt; inactive = no such curve, though single readings can be large; an effect the other way counts as inactive or inconclusive. Unless noted, % is scaled to controls: 0 for no effect and ±100 for the full control effect; potency is read from the fitted curve at half-maximal effect.

SMILES | p53ts 39C tox | Peg3 imprint | p53ts 32C tox | IkB sig inh
Cc1cc2c(cc1NS(=O)(=O)c1cccc(C#N)c1)n(C)c(=O)c(=O)n2C | -14.9% | -9.3%[10.9 µM] | 1.4% | -1.5%
CCc1ccc(CNC(=O)c2cc(-c3ccc(Cl)s3)nc3ccccc23)cc1 | 13.2% | 1.5%[10.9 µM] | -1.5% | 0.2%
COc1ccc(-n2c(Cc3cccn3C)nnc2SCC(=O)Nc2ccccc2F)cc1 | -0.9% | -14.6% | 8.0% | 2.8%
CCN(CC)CCCC(C)n1c(-c2ccccc2)nc2c(NCCOC)nc(C)nc21 (configuration not stated) | -20.0% | -6.8% | -11.5% | .
Cc1cc(NC(=O)c2ccco2)ncc1NC(=O)CCc1ccccc1 | -16.3% | 9.9% | -17.6% | -0.6%
O=C(COC(=O)C1CC(=O)N(c2ccc3c(c2)OCCO3)C1)NC1CCCc2ccccc21 (configuration not stated) | 5.0% | 3.0% | -0.3% | 0.3%
CCc1cccc(CC)c1NC(=S)NCC(c1cccnc1)N1CCOCC1 (configuration not stated) | 6.1% | . | 5.7% | .
COc1cc(-c2nc3cccc(C)n3c2Nc2ccc3c(c2)OCCO3)ccc1O | 3.2% | 7.4%[10.9 µM] | 0.6% | 2.8%
COc1cc(C(=O)NCCc2csc(-c3ccc(Cl)cc3)n2)cc(OC)c1OC | -18.3% | -3.6%[10.9 µM] | -4.2% | ?
CC(=O)Nc1coc2ccc(Br)cc12 | 2.9% | -9.7% | 22.8% | ?
COc1ccccc1-c1noc(CCC(=O)Nc2cccc(C)c2)n1 | 2.7% | -19.4% | 5.2% | ?
COc1ccc(C(=O)Nc2cc(-c3nc4ccccc4s3)ccc2OC)cc1 | -16.8% | -23.8%[10.9 µM] | 16.7% | -3.6%
CC(=O)C(Sc1nn(C)c(=S)s1)C(=O)Nc1ccccc1 (configuration not stated) | -4.6% | -26.9% | -20.4% | ?
O=C(O)CN1CCN(Cc2ccc(F)cc2Cl)C1=O | -3.9% | 0.4% | -0.3% | 5.7%
Cn1ncc2c(N3CCN(c4ccccc4F)CC3)ncnc21 | 31.8%[activator] | -11.9%[10.9 µM] | -0.4% | 2.3%
COc1ccc(OCCSc2nc3ccccc3n2CC(=O)O)cc1 | 2.0% | -9.1% | -8.1% | 1.3%
Cc1ccc(CC(Cc2nc3ccccc3[nH]2)c2nc3ccccc3[nH]2)cc1 (configuration not stated) | ? | -18.9% | -28.7% | .
CC(C)c1ccc(NC(=O)c2cccnc2)cc1 | -27.8% | -36.7%[inhibitor] | ? | 1.6%
COc1cc(-c2coc3cc(OCc4ccccc4)c(OC)c(O)c3c2=O)cc(O)c1OC | 7.6% | -22.5% | -10.4% | .
CCCOc1ccc(S(=O)(=O)NNC(=O)c2cc3ccccc3o2)cc1 | -9.3% | . | -20.4% | .
Cc1ccc(-n2c(SCc3nnc4n3CCC4)nnc2-c2ccccc2)cc1 | -11.1% | 3.1% | 19.5% | -1.9%
Cc1cc(Nc2ccccc2)n(CCOC(=O)COc2ccccc2)n1 | -3.3% | -3.9% | 3.4% | 1.0%
O=C(O)CN(c1ccc(F)cc1)S(=O)(=O)c1ccc2c(c1)OCCO2 | 1.2% | . | 5.9% | .
COc1ccc(Cn2ccnc2SCC(=O)NCc2ccccc2)cc1 | -15.4% | -10.7%[10.9 µM] | -3.1% | 0.7%
Cc1ccc(C(=O)COC(=O)c2cc(-c3cccs3)nc3ccccc23)cc1 | -22.6% | -8.2%[10.9 µM] | -12.9% | -0.4%
The list goes on:
SMILES | p53ts 39C tox | Peg3 imprint | p53ts 32C tox | IkB sig inh
Cn1c(C(=O)NCCc2ccsc2)cc2c(=O)n(C)c3ccccc3c21 | -6.9% | -17.9% | 1.8% | 1.3%
COc1ccccc1-c1ncnn1-c1sc2c(c1C#N)CCCCC2 | 4.2% | -10.9%[10.9 µM] | -19.5% | 1.4%
CC(=O)c1cccc(NC(=O)c2sc(-n3nc(C)c(Cc4ccc5c(c4)OCO5)c3C)nc2C)c1 | ? | 24.6%[10.9 µM] | 0.2% | -0.9%
CC(C)CCSc1nc2c(c(=O)n(C)c(=O)n2C)n1Cc1ccccc1Cl | 6.6% | -6.7%[10.9 µM] | 7.9% | ?
CCc1ccccc1NC(=O)CC1S/C(=N\c2nccs2)N(CC)C1=O (configuration not stated) | 4.1% | -6.4% | 11.0% | 0.3%
O=C(CN(Cc1ccc(F)cc1)C(=O)CCC(=O)Nc1ccccn1)NCc1ccco1 | 10.6% | -4.0% | 2.6% | 0.1%
Cc1c2ccccc2c(C)c2c1ccc1ccccc12 | 0.2% | -6.0% | 1.4%[1.84 µM] | -2.7%
CC(=O)NC(CCS(C)(=O)=O)C(=O)Nc1ccc(Cl)c(Cl)c1 (configuration not stated) | -6.5% | -1.6% | 0.2% | 4.0%
COC(=O)c1ccc(-c2nc(O)c3cnccn23)cc1 | -6.6% | -9.6% | 3.1% | 0.8%
CC(C)C(=O)Nc1cccc(NC(=O)c2cc3ccccc3o2)c1 | ? | -43.6%[inhibitor] | ? | ?
CC(=O)Nc1ccccc1OCC(=O)c1ccc2c(c1)OCO2 | -10.0% | -66.8%[inhibitor] | -14.0% | 0.4%
CC(NC(=O)c1noc2c1CCCC2)c1ccccc1 (configuration not stated) | -6.3% | -23.1% | 2.4% | -1.5%
COc1ccc2[nH]cc(CCNc3nc(-c4cccc(C#N)c4)nc4ccccc34)c2c1 | -26.1% | -20.6% | -12.4% | -8.5%[11.4 µM]
CC(C)CO/N=C1/C[C@@H](O)[C@@H](O)[C@@H]2[C@H]3C(=O)N(c4ccc(F)cc4F)C(=O)[C@@H]3CC[C@H]12 | 6.8%[9.22 µM] | . | 3.1%[9.22 µM] | .
O=C(Oc1ccc(F)cc1)c1nc(SCc2ccc(F)cc2)ncc1Cl | 7.1% | -30.1%[inhibitor][10.9 µM] | 3.7% | ?
CCOC(=O)N1CCN(C(=O)Cn2ncc3c4ccccc4n(Cc4ccc(F)cc4)c3c2=O)CC1 | -3.9% | -9.2%[10.9 µM] | 18.3% | ?
CCc1ccc(NC(=O)CSc2ccc(-c3cccs3)nn2)cc1 | 2.8% | -9.2%[10.9 µM] | -4.3% | -1.7%
Cc1ccc(-c2cc(C(=O)NCc3ccccc3)c3c(-c4ccc(C)cc4)[nH]nc3n2)cc1 | 6.2% | -3.6%[10.9 µM] | -7.8% | -1.4%
COc1ccccc1OCCCn1c(C2CC(=O)N(c3ccccc3Cl)C2)nc2ccccc21 (configuration not stated) | -20.7% | -12.4%[10.9 µM] | -17.0% | ?
CCOc1cc(C2C(C(=O)O)c3cc(OCC)c(OCC)cc3C(=O)N2C)ccc1O (configuration not stated) | 5.3% | -0.9% | -2.5% | 0.5%
CCCCN(C(=O)NC(=O)Nc1c(C)cc(C)cc1C)S(C)(=O)=O | 2.1% | 14.7% | 5.2% | 0.3%
COc1ccc(N2CCN(C(=O)c3cc4c(=O)oc5ccc(C)cc5c4s3)CC2)cc1 | -23.4% | 9.7%[10.9 µM] | 5.8% | -1.7%
CCOC(=O)c1ccc2c(c1)N(Cc1cccc(OC)c1)C(=O)c1ccccc1S2(=O)=O | -19.9% | -9.6%[10.9 µM] | 8.4% | -1.9%
CC(=O)N1CCN=C1SCc1ccccc1F | 1.8% | -2.7% | 1.7% | -1.0%
CCCCOc1ccc(C2c3c(oc4ccccc4c3=O)C(=O)N2c2nc(C)c(C(=O)OCC)s2)cc1OC (configuration not stated) | 12.6% | 12.4%[10.9 µM] | -0.2% | 1.2%
Following part
SMILES | p53ts 39C tox | Peg3 imprint | p53ts 32C tox | IkB sig inh
CCOC(=O)c1c(N)c(C#N)nn1-c1ccccc1C(=O)OC | -2.2% | 8.2% | 0.9% | 0.5%
Cn1c(=O)c2c(nc(NCC3CCCO3)n2C)n(C)c1=O (configuration not stated) | 19.0% | 7.0% | 8.3% | 4.6%
O=C(CCC(=O)N(c1cccc(F)c1)C(C(=O)NC1CCCC1)c1ccncc1)Nc1cccnc1 (configuration not stated) | 0.8% | -14.8% | 5.2% | -0.4%
CN1CCN(C(CNC(=O)C(=O)Nc2ccc(Cl)cc2)c2cccnc2)CC1 (configuration not stated) | ? | -12.2%[10.9 µM] | -5.7% | ?
CC(C)NC(=O)N1CCC2(CC1)CCN(S(C)(=O)=O)CC2 | 2.5% | . | -10.7% | 3.5%[11.4 µM]
N=C1C(c2nc3ccccc3c(=O)[nH]2)=C(O)CN1CCc1ccccc1 | -2.3% | -7.9% | 5.3% | -2.6%
COc1ccc(C)cc1NC(=O)CSc1nnc(COc2ccccc2)n1Cc1ccco1 | 16.4% | -21.8% | 14.2% | ?
C=CCn1c(SCC(=O)c2cccs2)nc2sc(C)c(C)c2c1=O | 10.7% | . | -3.2% | .
c1cc2c(c(NCc3ccncc3)c1)CCCC2 | -2.6% | -10.4% | 3.0% | -1.2%
COc1ccc(-n2c(SC3CCOC3=O)nc3ccccc3c2=O)cc1OC (configuration not stated) | -1.2% | 13.2% | -4.8% | -2.2%
Cc1cc(C)cc(Nc2cc(C(=O)NCCCN(C)C3CCCCC3)c3ccccc3n2)c1 | 7.94µM* | -11.4%[10.9 µM] | ? | ?
Cc1ccc(Cn2ccn(Cc3cccc(C(F)(F)F)c3)c(=O)c2=O)cc1 | -5.6% | -12.5%[10.9 µM] | 8.8% | ?
O=C(Nc1ccc(OC(F)(F)F)cc1)c1cc(-c2ccc(Cl)cc2)on1 | 27.2% | -2.3%[10.9 µM] | 10.7% | 0.5%
O=C(CCN1C(=O)C2(OCCO2)c2ccccc21)c1ccccc1 | -21.3% | . | -16.0% | -4.7%
Cc1cc(=O)n(C)c(=O)n1CCCCCCN1CCCC1 | 2.0% | . | -28.7% | .
CCCCNC(=O)CC1N=C2c3ccccc3N=C(SCC(=O)Nc3cccc(OC)c3)N2C1=O (configuration not stated) | 5.6% | -5.6% | 5.6% | -1.5%
CCOc1ccccc1NC(=O)C1CCN(S(=O)(=O)c2c(C)noc2/C=C/c2ccco2)CC1 | 25.5% | -9.4%[10.9 µM] | 10.3% | 7.8%
CCC(Sc1nc2n[nH]c(C)c2c(=N)n1-c1cccc(Cl)c1C)C(=O)N(CC)CC (configuration not stated) | -14.0% | -18.9% | 6.9% | -3.1%
CC1=CC(C)(C)N2C(=O)C3(C(C#N)=C(N)OC4=C3C(=O)CCC4)c3c(C)c(C)cc1c32 (configuration not stated) | -7.1% | -11.9% | -2.7% | -0.3%
Cc1cccc(N2CCN(C(=O)c3cnc(N4CCCC4)nc3C)CC2)c1C | -30.3% | -3.9%[10.9 µM] | 4.5% | ?
O=CN1CCN(C(C(=O)NC2CCCC2)c2ccc(Cl)cc2)CC1 (configuration not stated) | -3.4% | 0.7% | -10.8% | 0.2%
CCOC(=O)c1ccc(NC(=O)c2cc3sccc3n2Cc2ccc(Cl)cc2)cc1 | -17.3% | -5.9%[10.9 µM] | 0.2% | 1.4%
O=S(=O)(c1ccc(F)cc1)N1CCC(n2c(C(F)(F)F)nc3cccnc32)CC1 | -9.8% | 6.0%[10.9 µM] | -2.7% | 1.2%
COc1ccc(OCC(O)CON2C(=O)c3ccccc3C2=O)cc1 (configuration not stated) | 1.8% | -8.9% | -10.1% | -0.3%
CS(=O)(=O)N(CC(O)Cn1c2ccccc2c2ccccc21)c1ccccc1 (configuration not stated) | 7.3% | -14.2% | -8.1% | ?
COc1cccc(-c2nnc(N(C)C(=O)c3ccno3)s2)c1 | -13.5% | -36.7%[inhibitor] | -17.8% | 0.0%
CCOC(=O)c1c(-c2ccc(OC)cc2)oc2ccc(OCc3ccc(F)cc3F)cc12 | 6.4% | -15.5%[10.9 µM] | 4.9% | -0.8%
CC(/C=C/c1ccccc1)=N\NC(=O)C1CC1(C)c1ccccc1 (configuration not stated) | 29.4% | . | 9.8% | .

Entries of single compounds from above:
O=C(CCC(=O)N(c1cccc(F)c1)C(C(=O)NC1CCCC1)c1ccncc1)Nc1cccnc1 (configuration not stated) in the list: p53ts 39C tox: 0.8%; Peg3 imprint: -14.8%; p53ts 32C tox: 5.2%; IkB sig inh: -0.4%
CCC(Sc1nc2n[nH]c(C)c2c(=N)n1-c1cccc(Cl)c1C)C(=O)N(CC)CC (configuration not stated) in the list: p53ts 39C tox: -14.0%; Peg3 imprint: -18.9%; p53ts 32C tox: 6.9%; IkB sig inh: -3.1%
COc1ccc(C)cc1NC(=O)CSc1nnc(COc2ccccc2)n1Cc1ccco1 in the list: p53ts 39C tox: 16.4%; Peg3 imprint: -21.8%; p53ts 32C tox: 14.2%; IkB sig inh: ?
